# Bioassay records deposited in PubChem by NCI.
# Growth percent in the NCI-60 one-dose screen (48 h, 10 µM unless noted): 100 = growth as untreated, 0 = no growth, -100 = all killed.
# HL-60(TB): HL-60(TB) leukemia cells; actives 9% (n = 78,000); AID 1794776; active = growth percent below 10
# * = called active by the depositor; & = joins results of further samples; [ ] = remark or other dose. This is a subset, so the mix of outcomes need not match the whole.
Molecule,HL-60(TB)
O=C1CSC(c2cn(-c3ccccc3)nc2-c2ccc([N+](=O)[O-])cc2)N1c1cccc(F)c1 (configuration not stated),96.7
Nc1ccc(S(=O)(=O)Nc2ccc(C(=O)O)cc2)cc1,79.7
COc1ccc(N)cc1OC,114.3
CSc1nc(-c2cccc(NC(=O)CC#N)c2)c(C#N)c(=O)n1C,98.3
COc1cc2cc(Oc3ccc(NC(=O)Nc4cc(C(F)(F)F)cc(C(F)(F)F)c4)cc3)c(C)nc2cc1OCCN(C)C,109.2
CC[C@H](C)[C@@H]1NC(=O)[C@@H]([C@@H](C)CC)NC(=O)CC(=O)[C@H](C)[C@H](/C=C(\C)C[C@H](C)C/C(C)=C/COCc2ccc(OC)cc2)OC1=O,99.5
CC1(C)NC2=C(C(Nc3cccnc3)N1)C(c1ccc(Br)cc1)C(C(=O)c1ccc(N=[N+]=[N-])cc1)O2 (configuration not stated),102.6
O=c1c(/C=N/Nc2nc(-c3ccccc3)cs2)coc2ccc(F)cc12,105.0
COc1ccc(/C=C2\Oc3cc(O)ccc3C2=O)cc1,98.6
CC(O)(C(=O)O)c1ccccc1 (configuration not stated),105.2
CCCC[C@]1(O)C[C@H]2[C@@H]3CCc4cc(OC)ccc4[C@H]3CC[C@]2(C)[C@H]1O,104.4
O=C(/C=C/c1cccc(Br)c1)c1cccc(OCCCOc2cccc(C(=O)/C=C/c3cccc(Br)c3)c2)c1,80.3
Cc1ccc(S(=O)(=O)n2cc(C(=O)C(=O)Nc3ccncc3)c3ccccc32)cc1,16.1
CC/C(=C/c1ccccc1)C(=O)O,110.1
[O-][n+]1onc(-c2ccccc2)c1-c1nnc(-c2ccccn2)c(-c2ccccn2)n1,98.9
CCOC(=O)c1c(C)nc2ccccc2c1/C=C/c1ccc(Br)cc1,82.9
O=C1OC(c2ccccc2)=N/C1=C\c1cccc([N+](=O)[O-])c1,96.1
O=C1/C(=C/c2cc(O)cc(O)c2)Oc2cc(O)ccc21,94.1
CCCCC(O)Cn1ncc(C(=O)N/N=C\c2ccc(OC(F)F)c(OC3CCCC3)c2)c1N (configuration not stated),72.4
O=C(CC(NC(=O)OCc1ccccc1)c1nn[nH]n1)OCc1ccccc1 (configuration not stated),76.3
COC(c1ccccc1)(c1ccccc1)c1ccccc1,110.6
O=C(Nc1ccccc1)C1CN(Cc2ccc([N+](=O)[O-])cc2)CCS1 (configuration not stated),88.3
CC(C)(O)c1cccc2ccccc12,87.6
CC(C)NCC(O)COc1ccc(O)c(O)c1 (configuration not stated),82.8
O=C(COc1ccc(Cl)cc1)N1CCN(Cc2ccc3c(c2)OCO3)CC1,108.8
CC(=O)OCCCC(COC(C)=O)OC(C)=O (configuration not stated),103.4
O=c1cc(CP(=O)(O)O)c2cc(O)ccc2o1,111.5
Cn1cc(-c2cc3nc(-c4c[nH]c5ccccc45)cc(N)n3n2)c2ccccc21,-41.2*
Cc1cc(=O)n(C)c(SCC(=O)N2CCOCC2)n1,93.5
CN1CCOCCOCCOc2ccccc2NC(=O)c2nc(cnc2N)-c2ccc(cc2)S1(=O)=O,-22.2*

# Copied from the list:
# HL-60(TB) with CC(O)(C(=O)O)c1ccccc1 (configuration not stated) = 105.2
# HL-60(TB) with COc1ccc(/C=C2\Oc3cc(O)ccc3C2=O)cc1 = 98.6
# HL-60(TB) with O=c1c(/C=N/Nc2nc(-c3ccccc3)cs2)coc2ccc(F)cc12 = 105.0
# HL-60(TB) with CC[C@H](C)[C@@H]1NC(=O)[C@@H]([C@@H](C)CC)NC(=O)CC(=O)[C@H](C)[C@H](/C=C(\C)C[C@H](C)C/C(C)=C/COCc2ccc(OC)cc2)OC1=O = 99.5
# HL-60(TB) with CC(C)NCC(O)COc1ccc(O)c(O)c1 (configuration not stated) = 82.8

# (more compounds)
Molecule,HL-60(TB)
CCOC(=O)c1ccc(NC(=O)Nc2nccs2)cc1,-50.1*
O=C(C1CCC1)N1N=C(c2ccc(-n3ccc(C(F)(F)F)n3)c(F)c2)CC1c1ccc[nH]1 (configuration not stated),101.6
COC(=O)c1ccc(-n2cc(CCCNC(=O)c3ccc(C)cc3)nn2)cc1,101.5
COc1cc(/C=C2\CN(C)C(=O)C2=O)ccc1O,105.3
COc1ccc2c(c1)C(=O)/C(=C/c1cccc(OCC(=O)c3ccc([N+](=O)[O-])cc3)c1)CO2,-46.6*
O=C1CCCCC1Sc1ccc(Cl)cc1 (configuration not stated),104.7
Cc1cccc(Cl)c1NC(=O)NNC(=O)CSc1nc2sc3c(c2c(=O)n1-c1ccc(Cl)cc1)CCCC3,103.4
C=CC(=O)N1CCN(c2cccc(Oc3nccc(Nc4nnc(-c5ccccc5)s4)n3)c2)CC1,102.6
Oc1ccc2c(c1)OCCOCCOc1cc(O)ccc1OCCO2,114.9
Fc1ccc2nc(-c3c(-c4cccc5ccccc45)nc4sccn34)[nH]c2c1,89.1
COc1cc(OC)c2c(=O)c(O)c(-c3ccccc3)oc2c1,53.4
N#C/C(=C\c1cccc2c1OCO2)C(=O)Nc1sc2c(c1C#N)CCCC2,104.8
C=CCc1cc(C(C)=O)cc(OC)c1O,71.1
CCOC(=O)C1=NC(Cc2ccccc2)C(=O)N(c2ccc(Cl)cc2)N1 (configuration not stated),97.5
Nc1ccc(S(=O)(=O)Nc2cccc(N)c2)cc1,96.0
O=c1[nH]n(-c2ccccc2)c2ccccc12,101.5
O=[N+]([O-])c1ccc(/C=N/N2CCOCC2)s1,100.2
c1cc(C2CO2)ccc1Oc1ccc(C2CO2)cc1 (configuration not stated),97.6
CS(=O)(=O)Nc1cc(-c2ccc3ncnc(Nc4ccc5c(cnn5Cc5ccncc5)c4)c3c2)cnc1Cl,15.4
CC(=O)N1C2=CCCC3CCCCC23c2ccccc21 (configuration not stated),39.6
Cc1ccc(NC2C(=O)NC(=O)NC2=O)cc1,145.8
CC(C)(C)CC(C)(C)c1ccc(OCCOCCSC(=N)N)cc1,-51.7*
CCN(CC)c1ccc(C=O)c(OCc2cn(CC(=O)Nc3c(Cl)cc(Cl)cc3Cl)nn2)c1,107.7
C/C(=N\Nc1ncc(-c2ccccc2)s1)c1cc2ccccc2o1,87.9
CC1=NC(c2ccccc2)C2=C(N1)/C(=C/c1ccccc1)CCC2 (configuration not stated),102.4
COC1=C[C@]23CCC(=O)N2CCc2cc4c(cc2[C@@H]3[C@@H]1OC(=O)CCCC(C)C)OCO4,7.8*
COc1ccc(C2=NN(C(N)=S)C(c3ccc4c(c3)OCO4)C2)cc1 (configuration not stated),30.4
N#Cc1cnn2c1NC(=O)CC2C(=O)O (configuration not stated),111.9
CCCCCCCCCNCCCCCCCCC,28.6
CCCCCCCCC(=O)N1CCCCC1,96.1

SMILES	HL-60(TB)
CCOc1ccc2cc(-c3nn(CC4CCN(C)CC4)c4ncnc(N)c34)ccc2n1	67.4&79.0
O=[N+]([O-])c1ccccc1NCCO	116.5
C=CCN1C(=O)c2cccc3c(C#CCN4C(=O)c5cccc6cccc(c56)C4=O)ccc(c23)C1=O	98.3
COc1nc(N)ncc1-c1ccc2ncnc(N3CCc4cc(F)c(Cl)cc43)c2c1	47.0
Cc1ccc(NC(=O)c2sc3nc(C)c(Br)c(C)c3c2N)cc1C	95.5
Cc1nssc1=S	105.8
COc1cc(/C=C/C(=O)c2ccc(NC(=O)CSc3nnc(-c4ccc(Cl)cc4)o3)cc2)cc(OC)c1OC	97.7
COC(=O)c1nc(-c2ccccc2)oc1S(=O)(=O)Cc1ccccc1	16.8
CC(C)(C)c1cc(-n2c(-c3ccc(Cl)cc3)nc3cc(C(=O)N4CCOCC4)ccc32)n[nH]1	95.3
Cn1c(=O)c2c(nc(N3CCOCC3)n2C)n(C)c1=O	97.3
O=c1[nH]c(Nc2ccc(Cl)cc2)nc2[nH]ncc12	84.9
c1cc(-c2nc3ccc4[nH]ncc4c3c3c2CCCC3)[nH]n1	80.8
O=C(CSc1nc2ccccc2c(=O)n1-c1ccccc1)c1cc2cc(Cl)cc(Cl)c2oc1=O	101.0
C=CCOC(=S)SSC(Cl)(Cl)Cl	95.8
CN(C)c1ccc(CC(N)C(=O)O)cc1 (configuration not stated)	92.2

SMILES	HL-60(TB)
C=C(C)[C@@H]1CC[C@]2(C)[C@H](CC[C@@H]3[C@@H]([C@@](C)(O)CCC=C(C)C)CC[C@]32C)[C@@]1(C)CCC(=O)O	-24.1*[100 µM]
C/C(=N\Nc1ccc([N+](=O)[O-])cc1[N+](=O)[O-])c1ccc(Cc2ccccc2)cc1	99.8
C/C(=N/N=C(N)N)c1ccc(O)cc1	101.7
CCCC#CCN(CC)CC	96.6
O=C1/C(=C\c2cn(-c3ccccc3)nc2-c2cccc([N+](=O)[O-])c2)CCc2ccccc21	105.4
Nc1c(C(=O)Nc2cccc3ccccc23)sc2nc3c(cc12)CCCCCC3	-31.0*
O=C(/C=C(/C=C/c1ccc(F)c(F)c1F)OB(F)F)/C=C/c1ccc(F)c(F)c1F	96.0
O=C1/C(=C/c2cccc(OCc3ccccc3)c2)Oc2cc(OCCN3CCCCC3)ccc21	67.0
C=CCn1c(SCC(=O)Nc2ccc(C(=O)/C=C/c3ccc(OC)cc3)cc2)nnc1-c1ccccc1	88.5
CCN(CC)CCNc1ccccc1Cl	69.8
COc1ccc(Nc2csc(-c3ccccn3)n2)cc1	97.0
COc1cc(Cc2cc(-c3ccccc3)n[nH]c2=O)cc(OC)c1OC	53.4
O=C(CCc1nnc2sc(C(c3ccccc3)c3ccccc3)nn12)c1nc2ccccc2[nH]1	93.8
COc1cc(NS(=O)(=O)c2ccccc2)ccc1C	91.3
CC(C)CCN(CCCNc1c2c(nc3cc(Cl)ccc13)CCCC2)CCC(C)C	70.4

SMILES	HL-60(TB)
COc1cccc(NC(=O)c2sc3nc4c(cc3c2N)CCCC4)c1C	68.8
CCSC1OC(COC(C)=O)C(OC(C)=O)C(OC(C)=O)C1OC(C)=O (configuration not stated)	100.2
Cc1ccc(-c2csc(=N)n2CC(=O)N2CCOCC2)cc1	93.2
O=S(=O)(Nc1ccsc1-c1nc(-c2ccccc2)no1)c1cc(Cl)cc(Cl)c1	119.3
Cc1ccc(S(=O)(=O)Nc2ccc(C(=O)/C=C/c3cccc(C)c3)cc2)cc1	96.7
CCCCNc1nnc(-c2ccc(-n3nc(-c4ccc(OC)cc4)cc3-c3ccc(OC)cc3)cc2)s1	122.3
C=NC(C(=O)NC1C(=O)N2C1SC(C)(C)C2C(=O)O)c1ccccc1 (configuration not stated)	111.3
CCc1ccccc1O	100.5
O=C(CSc1nc(-c2ccccc2)[nH]c1S(=O)(=O)c1ccccc1)NC1CC1	101.2
O=C1c2ccccc2C23C(=C(Br)c4cc(Br)ccc42)CCCN13 (configuration not stated)	21.0
COc1ccc(C2C(C(=O)Nc3ccc(F)cc3)=C(C)NC3=C2C(=O)CC(C)(C)C3)cc1 (configuration not stated)	106.2
CC1=CSC2=NC(c3ccc(Cl)cc3)=CC(c3ccc(Cl)cc3)N12 (configuration not stated)	96.7
COC(=O)c1ccc(NC2=CC(=O)C(C)=C(C)C2=O)cc1	81.4
O=S(=O)(O)c1cccc2cc(Nc3ccccc3)cc(Nc3ccccc3)c12	107.8
CCOC(=O)c1sc(NC(=O)c2cc(OC)c(OC)c(OC)c2)nc1C	101.5

SMILES	HL-60(TB)
CCC(C)/C(=C\C#N)NCCCN/C(=C/C#N)C(C)CC (configuration not stated)	64.6
COC(=O)/C=C1\S/C(=N\Nc2ccc([N+](=O)[O-])cc2[N+](=O)[O-])N(Cc2ccccc2)C1=O	103.2
c1ccc(N2CCN(c3nc(-c4cccnc4)nc4sc5c(c34)CCCCCC5)CC2)cc1	98.9
CCCN(CCC)CC(O)COc1ccccc1C(=O)Nc1ccccc1 (configuration not stated)	17.3
O=c1[nH]c2ccccc2c2ccc(Cl)cc12	143.1
C/C(O)=C(\N=Nc1ccccc1)C(N)=O	108.7
O=Cc1cn(-c2nc(N3CCCCC3)nc(N3CCOCC3)n2)c2ccccc12	88.9
CCOC(=O)CC(=O)c1ccc(C(=O)CC(=O)OCC)cc1	101.6
C=C1C(=O)O[C@H]2[C@H]1CC/C(Cn1cc(CNC(=O)c3cc4ccccc4[nH]3)nn1)=C\CC[C@@]1(C)O[C@@H]21	-20.8*
CCc1c(C)cc(C#N)c(=N)n1C(C)(C)C	88.4
Cc1cc(Cl)c2c(c1C)C(=O)N(c1ccccc1)C2C(=O)Nc1ccccc1 (configuration not stated)	88.3
C[C@]12CCC(=O)C=C1C=CC1C2CC[C@@]2(C)C1CC[C@@]2(O)CCC(=O)O (some centres not stated)	107.4
Cc1ccc2nc(NC(=O)CSc3nc(-c4ccccc4)c(C#N)c(=O)n3C)sc2c1	131.3
CCOC(=O)CCN(CCC(=O)OCC)C(C)C	100.4
CC(O)CN(CCO)CC(C)O (configuration not stated)	79.2

SMILES	HL-60(TB)
Cc1ccc2oc(=O)c(/C=C(\O)c3ccc(Cl)cc3)nc2c1	97.0
Nc1cc(Cl)ccc1N1C(=O)CCC1=O	93.9
O=C(OCC1OC(n2cnc3c(=S)nc[nH]c32)C(OC(=O)c2ccc([N+](=O)[O-])cc2)C1OC(=O)c1ccc([N+](=O)[O-])cc1)c1ccc([N+](=O)[O-])cc1 (configuration not stated)	92.1
O=C(NC1=Nc2ccccc2C(=O)NN1)c1cc2ccccc2[nH]1	129.7
Cc1cc(=O)[nH]c(N/N=C/c2ccc(N(C)C)cc2)n1	92.1
Clc1ccc(-c2conc2-n2nc(-c3ccccc3)nc2-c2ccccc2)cc1	103.2
O=C(COc1cccc2cccnc12)Nc1ccc(C(=O)/C=C/c2ccccc2)cc1	84.6
COc1ccc(S(=O)(=O)n2cc(C=O)c3ccccc32)c(OC)c1	4.3*
N#Cc1c(N)nc(-c2ncccn2)nc1-c1cccc(C(F)(F)F)c1F	92.2
N#Cc1c(NC(=O)N2CCOCC2)n(-c2ccc(OC(F)(F)F)cc2)c2cc(F)ccc12	91.2

# Reformatted: results already given.
Clc1ccc(-c2conc2-n2nc(-c3ccccc3)nc2-c2ccccc2)cc1
  HL-60(TB) = 103.2
O=C(COc1cccc2cccnc12)Nc1ccc(C(=O)/C=C/c2ccccc2)cc1
  HL-60(TB) = 84.6

# Reformatted field by field: 3 of the compounds above
C=CC(=O)N1CCN(c2cccc(Oc3nccc(Nc4nnc(-c5ccccc5)s4)n3)c2)CC1
  HL-60(TB): 102.6
Oc1ccc2c(c1)OCCOCCOc1cc(O)ccc1OCCO2
  HL-60(TB): 114.9
Fc1ccc2nc(-c3c(-c4cccc5ccccc45)nc4sccn34)[nH]c2c1
  HL-60(TB): 89.1
